Screening results (PubChem)
GALR2 antag: blocks the human galanin receptor 2. 140,000 compounds, 0.39% hits. GALR2-expressing cells, antagonist mode. O43603. AID 828. inhibition, % at 4 µM; in the data active = inhibition above about 27%;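 also: cells stimulated with galanin 1-16 at roughly its EC80; 0% = agonist challenge control and 100% = basal control without agonist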
Target sequence (O43603 whole entry, looked up): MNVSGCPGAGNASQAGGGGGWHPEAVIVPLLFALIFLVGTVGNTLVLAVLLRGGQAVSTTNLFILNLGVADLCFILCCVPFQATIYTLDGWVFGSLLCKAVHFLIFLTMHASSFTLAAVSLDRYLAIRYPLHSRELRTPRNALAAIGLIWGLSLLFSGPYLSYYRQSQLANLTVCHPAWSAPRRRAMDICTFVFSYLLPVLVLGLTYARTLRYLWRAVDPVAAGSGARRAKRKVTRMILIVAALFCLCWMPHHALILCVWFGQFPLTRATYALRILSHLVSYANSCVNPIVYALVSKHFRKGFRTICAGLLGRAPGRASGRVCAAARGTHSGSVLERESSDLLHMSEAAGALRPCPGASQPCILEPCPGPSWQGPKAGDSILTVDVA
HCT116 bCat-KO: beta-catenin-lacking colon tumor cell growth suppression | HCT116 beta-catenin knockout viability, CellTiter-Glo, 60 h; active compounds read low | viability, % at 10 µM | 140,000 compounds, 1.5% hits;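 active = viability at or under a set limit, the compound median less 4 SD, cut at about 6% in these data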;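 also: 0% = Hyamine 1622 control at 20 µM and 100% = untreated cell control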
PTEN del growth: PTEN-deleted cell growth suppression. 140,000 compounds, 1.2% hits. HCT116 PTEN-null viability, CellTiter-Glo, 60 h; active compounds read low. AID 827. viability, % at 10 µM;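 active = viability at or below a set limit, 4 SD under the median of all tested compounds, cut at about 3.7% in these data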;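 also: PTEN knockout HCT116 line with beta catenin targeted HCT116 as companion control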
MRP1 act: activators of MRP-1; H69AR cells + doxorubicin, viability rescue, CellTiter-Glo; viability increase, % at 10 µM; 140,000 compounds, 0.61% hits; AID 799;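 active = viability gain under doxorubicin at or above a set limit, the compound median plus 3 SD, cut at about 4.7% in these data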;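 also: MRP-1 overexpressing cells given doxorubicin 25 µM after compound pretreatment; 18-22 h compound pretreatment then 72 h with doxorubicin before readout; 0% = doxorubicin-only wells and 100% = vehicle-treated cells without doxorubicin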
Phagocyt inh: blocks phagocytosis by macrophages; 110,000 compounds, 0.07% hits; AID 1029; inhibition, % at 5 µM; J774A.1 macrophage IgG-bead phagocytosis, imaging;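 active = inhibition above the mean of the plate negative controls plus 5 SD, cut at about 13% in these data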;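 also: phagocytic index as fraction of beads internalized from green versus red external bead signal; plate controls were DMSO negative control for no effect and cytochalasin-D positive control for full effect; some results beyond the cut were filed as inactive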
NPY-Y2 antag: antagonists of human neuropeptide Y receptor Y2; 140,000 compounds, 0.99% hits; inhibition, % at 2.7 µM; P49146; NPY-Y2 expressing cells, antagonist mode; in the data active = inhibition above about 17%;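 also: 0% = vehicle with agonist challenge and 100% = reference antagonist with challenge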
Target sequence (P49146 whole entry, looked up): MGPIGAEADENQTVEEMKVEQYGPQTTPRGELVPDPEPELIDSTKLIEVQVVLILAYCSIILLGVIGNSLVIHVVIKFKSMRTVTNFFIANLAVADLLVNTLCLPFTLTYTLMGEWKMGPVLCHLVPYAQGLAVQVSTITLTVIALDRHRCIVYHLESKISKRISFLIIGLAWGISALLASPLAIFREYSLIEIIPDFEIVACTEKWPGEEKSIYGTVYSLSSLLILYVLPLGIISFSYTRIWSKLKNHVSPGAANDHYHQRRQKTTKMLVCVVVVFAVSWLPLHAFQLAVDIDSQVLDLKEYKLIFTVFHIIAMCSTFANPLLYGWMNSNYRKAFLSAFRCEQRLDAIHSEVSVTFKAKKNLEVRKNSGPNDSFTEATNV
BB579 growth dn: chemicals that inhibit yeast BB579 growth in restrictive medium (lifespan-shortening candidates); inhibition, % at 10 µM; AID 804; 140,000 compounds, 0.51% hits; S. cerevisiae BB579 growth, OD615, 48 h;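 active = inhibition above a set limit, 3 SD over the mean compound inhibition, cut at about 44% in these data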; also: inactives centre near -24
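Test system: Saccharomyces cerevisiae DeaD strain BB579, replicative lifespan model yeast | Buffer or medium: Restrictive CSMM-D medium | Doses: One dose, 10 µM compound with 0.25% DMSO | Incubation: 48 h exposure, 30 °C | Detection: Culture absorbance at 615 nm | Control set: Amphotericin B at 10 µg/mL as positive control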
Measles CPE: protection of cells from measles virus | Measles virus-infected cells, CPE protection, absorbance | protection (pct of control), % at 4 µM | 140,000 compounds, 1.5% hits | AID 841; in the data active = protection mostly above about 24%, no sharp cut-off; inactive = mostly below about 26%; also: some compounds called inactive have numbers as strong as hits
E-sel TNF inh: TNF alpha driven E-selectin expression inhibition; inhibition, % at 2 µM; HUVEC TNFa-induced E-selectin immunofluorescence, high content; 120,000 compounds, 0.71% hits;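 active = inhibition above the batch mean plus 3 SD, and confirmed as a hit on visual image review, cut at about 43% in these data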;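 also: 0% = TNF-stimulated DMSO wells and 100% = unstimulated control wells; not every result past the cut was called active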
Yeast life ext: yeast lifespan extension | AID 775 | S. cerevisiae growth with nicotinamide, OD615; deaD strain in restrictive glucose medium | inhibition of the nicotinamide effect, % at 10 µM | 130,000 compounds, 0.68% hits;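 active = inhibition above a set limit, placed 3 SD over the median of all compounds, cut at about 26% in these data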;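 also: 0% = nicotinamide-treated wells and 100% = cells grown without nicotinamide; some compounds called inactive have numbers as strong as hits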
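System: DeaD-strain S. cerevisiae / Buffer or medium: CSMM-D, restrictive glucose (dextrose) synthetic minimal medium / Probe or stimulus: nicotinamide, 1.5 mM, co-present with compound / Compound: one concentration, 10 µM, DMSO 0.25% / Incubation: 48 h compound exposure at 30 °C, humidified / Technique: optical density (absorbance) at 615 nm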
An asterisk follows results filed as active; . = not tested or not shown; & = joins results of further samples.

SMILES | GALR2 antag | HCT116 bCat-KO | PTEN del growth | MRP1 act | Phagocyt inh | NPY-Y2 antag | BB579 growth dn | Measles CPE | E-sel TNF inh | Yeast life ext
N#CCCN(CCC#N)c1nnc(-c2ccccc2)s1 | -1 | 82 | 91 | -0.3 | 0 | 0 | -27 | 5 | . | -19
CCOc1ccc2c(c1)-c1c(ssc1=S)C(C)(C)N2C | 1 | 78 | 79&79 | -1.5 | 0 | -5 | -9 | 5 | 5 | 39*
C/C=C(\C)CN1CCc2cc(OC)c(OC)cc2C1 | -5 | 92 | 101 | -0.3 | -3 | 4 | -28 | 4 | 5 | -1
O=C(NC1CC1)c1ccc(CS(=O)(=O)c2c(Cl)cccc2Cl)o1 | -3 | 94 | 102 | -1.2 | 0 | 3 | 14 | 8 | -9 | -1
O=C1CC(c2ccco2)CC(O)=C1C=Nc1cc(Cl)ccc1O (stereo not given) | 13 | 81 | 88 | -2.1 | 0 | -2 | -63 | 12 | . | -7
N#Cc1c(SCc2ccccc2)sc(C(=O)c2ccccc2)c1N | 7 | 95 | 95 | -1.6 | -1 | 2 | -45 | 8 | 8 | 4
COC(=O)C1=C(C)N(C)C(C)=C(C(=O)OC)C1c1ccc(C(=O)OC)cc1 | 0 | 65 | 73 | -2.9 | -1 | 10 | -33 | 11 | 9 | -7
O=C(CSc1nnc(-c2c[nH]c3ccccc23)o1)N(Cc1ccccc1)c1ccc(F)cc1 | -10 | 20 | 14 | -5.0 | . | 5 | -54 | 6 | -11 | 5
COc1ccc(CNC(=O)C(c2ccco2)N(Cc2ccccc2)C(=O)Cc2cccs2)cc1 (stereo not given) | -6 | 86 | 78 | -1.6 | . | 5 | 2 | 23 | 4 | .
Cc1ccc(C)c(SCc2noc(C(=O)NCC3CCCO3)c2C(=O)O)c1 (stereo not given) | 11 | 99 | 101 | -0.5 | . | 10 | -10 | 4 | 10 | -8
Cc1ccc(/C=c2\s/c(=C(/C#N)C(=O)N3CCCC3)n(Cc3ccco3)c2=O)s1 | -5 | 54 | 48 | -1.9 | 4 | 0 | -71 | 6 | . | 1
O=C(NN/C(=N/S(=O)(=O)c1ccc(Cl)cc1)c1ccccc1)c1ccc(O)cc1 | 7 | 99 | 98 | -2.4 | -13 | 1 | -27 | 1 | . | -4
COC(=O)C(C(=O)OC)=C(/C=C/N(C)C)N(C)C | -2 | 101 | 110 | 0.2 | -3 | -3 | -34 | 9 | . | -9
Cc1ccc(C(=O)/C=C2\NCCNC2=O)cc1 | 0 | 84 | 101 | -2.6 | . | 1 | -6 | 7 | 8 | .
COc1ccc(NC(=O)c2nnn(Cc3ccc(SC)cc3)c2N)c(OC)c1 | -2 | 103 | 90 | 0.3 | 0 | 0 | -35 | 4 | 2 | 3
CCCCc1nnc(NC(=O)CS(=O)(=O)Cc2ccccc2)s1 | 22 | 106 | 102 | -0.9 | . | 4 | -40 | 9 | 24 | -2
O=C(O)CCc1nc(-c2ccccc2)no1 | 6 | 96 | 105 | -1.1 | 0 | 6 | -7 | 3 | . | -6
O=C1CSC(c2cn(-c3ccccc3)nc2-c2cc3ccccc3oc2=O)N1Cc1ccco1 (stereo not given) | -3 | 74 | 60 | -5.3 | . | 8 | -41 | 6 | . | 27
Cc1cc(C)n2nc(S(=O)(=O)NC3CCCCC3)nc2n1 | 12 | 99 | 101 | 1.5 | 0 | 1 | -32 | 24 | . | -5
COc1ccc(CN(C(=O)c2oc3ccccc3c2C)C2CCS(=O)(=O)C2)cc1OC (stereo not given) | 3 | 101 | 91 | -1.5 | 6 | 2 | -19 | 14 | -19 | -7
O=C(c1cc(S(=O)(=O)N2CCCCC2)ccc1F)N1CCCCC1 | -15 | 115 | 102 | 0.6 | 1 | 3 | -22 | 21 | 9 | -9
O=C(c1cc2c(ccc3ccccc32)oc1=O)N1CCCC1 | -1 | 96 | 95 | 1.6 | 1 | 1 | -24 | 3 | 6 | -2
O=C(Cn1c(SCC(=O)N2CCCc3ccccc32)nc2ccccc21)N1CCCC1 | 0 | 91 | 93 | -2.5 | . | 2 | -27 | 5 | 18 | 4
O=C(NCc1ccc2c(c1)OCO2)c1cccc(F)c1 | -10 | 89 | 94 | -2.6 | 0 | 5 | -12 | 13 | -7 | -22
Cc1c(NC(=O)Oc2ccccc2)sc(=S)n1C | -1 | 94 | 96 | -3.7 | -2 | 2 | -14 | 10 | 23 | -4
The results go on.
SMILES | GALR2 antag | HCT116 bCat-KO | PTEN del growth | MRP1 act | Phagocyt inh | NPY-Y2 antag | BB579 growth dn | Measles CPE | E-sel TNF inh | Yeast life ext
CC(C)C(c1nnnn1Cc1ccco1)N1CCC(C(N)=O)CC1 (stereo not given) | 7 | 94 | 91 | -2.5 | . | 2 | -15 | 15 | -28 | .
CC(Oc1ccc(C(C)(C)C)cc1)c1ccnc2nc(/N=C/N(C)C)nn12 (stereo not given) | -1 | 81 | 82 | -4.8 | 0 | 4 | -17 | 14 | -36 | -3
COc1ccc(-c2csc(N(CCc3ccc(OC)c(OC)c3)C(=O)COc3ccccc3)n2)cc1 | -1 | 86 | 79 | -2.6 | 5 | 9 | -50 | 23 | -8 | -17
COc1cc2c(cc1OC)C1(Nc3c-2c(Cc2ccccc2)nn3-c2ccccc2)C(=O)Nc2ccccc21 (stereo not given) | -10 | 96 | 87 | -1.6 | 0 | -2 | -38 | 12 | -13 | 6
C/C=C/c1ccc(OCCCN2C(=O)NC(C)(C)C2=O)c(OC)c1 | 5 | 98 | 97 | -1.0 | -1 | 1 | -22 | 2 | -83 | -7
O=C(CSc1ccccc1C(=O)O)NC1CCCCCCC1 | -13 | 105 | 99 | 2.1 | 0 | 2 | 24 | 7 | 1 | -10
COc1ccccc1CC(=O)Nc1ccc(O)cc1C(=O)O | 2 | 95 | 105 | 1.1 | 0 | 3 | -46 | 10 | 31 | 6
COc1ccccc1NC(=O)Nc1c(C)n(C)n(-c2ccccc2)c1=O | -19 | 100 | 93 | -0.6 | -4 | 1 | 1 | 2 | 18 | -5
CN1c2ccsc2C(O)=C(C(=S)Nc2ccc(F)c(Cl)c2)S1(=O)=O | 15 | 90 | 93 | -3.2 | . | 1 | -27 | 11 | 13 | -7
COc1cc(NC(=O)c2cccc([N+](=O)[O-])c2C)ccc1NC(=O)c1ccco1 | 1 | 91 | 102 | 1.6 | 3 | -1 | -18 | 18 | . | 1
CC1(c2ccc(OCC#N)cc2)C=C(c2ccc(OCC#N)cc2)n2nc(C(F)(F)F)nc2N1 (stereo not given) | -9 | 12 | 8 | -4.0 | 0 | 3 | -17 | 22 | -8 | -1
COc1ccc(C2C(C#N)=C(N)Oc3c2oc(CO)cc3=O)c(OC)c1OC (stereo not given) | 6 | 96 | 108 | 0.1 | 0 | 1 | -24 | 2 | . | -1
CCCC(=O)Nc1ccc(N2CCN(C(=O)c3cccs3)CC2)cc1 | -3 | 90 | 88 | -2.7 | -3 | 1 | -16 | 5 | 4 | -23
CCCCOc1ccccc1NC(=O)CSc1nnnn1C(C)(C)C | 6 | 88 | 91 | 0.3 | 0 | 7 | 9 | 3 | 5 | -3
COc1ccc(C)cc1NS(=O)(=O)c1cn(C)c(=O)n(C)c1=O | -2 | 94 | 88 | -1.8 | 0 | 1 | -18 | 5 | . | -9
CCOC(=O)c1cnn(-c2cc(C)nc3c(-c4ccccc4)c(C)nn23)c1N | 5 | 40 | 73 | 0.2 | -1 | 0 | -29 | 13 | -43 | -8
CCOc1nc(NC(C)C)nc(NC(C)C)n1 | 7 | 87 | 89 | -2.0 | . | 1 | -5 | 1 | 9 | -10
COC(=O)COc1ccc2c(=O)c(Oc3ccccc3)c(C)oc2c1 | 5 | 104 | 90 | -0.3 | 0 | 0 | -7 | 6 | -25 | -4
COc1ccc(-c2cc(C(F)(F)F)nc(SCc3cccc(C(=O)O)c3)n2)cc1 | -7 | 94 | 103 | -0.5 | . | 1 | -34 | 7 | 9 | -9
O=C(Nc1cc(Cl)ccc1N1CCCCC1)c1cccs1 | -12 | 68 | 68 | -0.3 | 0 | 1 | -48 | 21 | -15 | -10
CC1C2C(c3ccccc3)N(C)C(=O)N(C)C2N(C)C(=O)N1C (stereo not given) | -7 | 98 | 96 | -2.2 | . | 1 | -32 | 12 | . | -11
COc1ccc(C(=O)NNC(=O)c2ccncc2)cc1 | 4 | 96 | 106 | 2.1 | . | 2 | -27 | 11 | . | 7
Cc1cc(NC(=O)CCC(=O)N(CC(=O)NCC2CCCO2)c2ccccc2C)no1 (stereo not given) | 3 | 97 | 93 | -1.0 | . | 0 | -23 | 6 | 66* | .
O=c1cc(NS(=O)(=O)c2ccccc2)nc(SCc2ccc(Cl)cc2)[nH]1 | 0 | 88 | 82 | 2.0 | . | 3 | -33 | 13 | . | 2
CCOC(=O)c1[nH]c(C)c(CCC(=O)O)c1C | -4&-10 | 105&105 | 90&101 | -0.2&1.3 | 2&3 | 4&-1 | 8&-3 | 13&16 | 3&14 | -7&-4
Further entries:
SMILES | GALR2 antag | HCT116 bCat-KO | PTEN del growth | MRP1 act | Phagocyt inh | NPY-Y2 antag | BB579 growth dn | Measles CPE | E-sel TNF inh | Yeast life ext
CCN(CC)S(=O)(=O)c1ccc(C)c(NC(=O)COc2ccc(Br)cc2Cl)c1 | 1 | 94 | 85 | -2.0 | -6 | 3 | -20 | 53* | 54 | -2
Cc1cccc(COCC(Cc2ccccc2)N2CCN(C(=O)c3cccc(C)c3)CCC2=O)c1 (stereo not given) | -9 | 74 | 71 | -3.6 | . | 7 | -42 | 13 | -4 | 13
Cc1ccc(Cn2nnnc2CN2CCC(c3nc4ccc(Cl)cc4[nH]3)CC2)cc1 | 5 | 23 | 14 | -2.3 | 0 | 2 | -45 | 7 | 4 | -8
CC1CC2=C(C(=O)O1)C(C)Nc1ccccc1N2 (stereo not given) | -10 | 87 | 96 | 0.7 | -4 | 2 | -31 | 9 | . | 7
CCN(CC)c1ccc(NC(=O)c2cccc(F)c2)c(C)c1 | 12 | 16 | 22 | -2.2 | . | 0 | -20 | 2 | -7 | -17
O=C(O)CCC(=O)Nc1cccc(C(=O)Nc2cccc(Cl)c2)c1 | -9 | 97 | 115 | 1.4 | . | 0 | -38 | 15 | -7 | -8
O=C(Nc1nccs1)C1CCN(S(=O)(=O)c2cnc[nH]2)CC1 | 4 | 95 | 98 | -1.2 | -3 | 2 | -17 | 5 | -12 | -4
NS(=O)(=O)c1ccc(CCNC(=O)[C@@H]2CCCN2S(=O)(=O)c2ccccc2F)cc1 | 3 | 86 | 100 | -1.1 | . | 2 | -7 | 8 | -17 | -1
COC(=O)[C@H](Cc1ccccc1)NC(=O)NCCC1=CCCCC1 | -9 | 87 | 99 | -2.1 | -1 | 1 | -63 | 23 | 17 | -4
CCOC(=O)c1c(-c2ccccc2)csc1NC(=O)c1cccc(N2C(=O)CCC2=O)c1 | -10 | 97 | 86 | -0.9 | . | 0 | -31 | 16 | 3 | -5
